GC-B act: GC-B (human) receptor activation. P20594. HEK293-GC-B cells, CNP EC30, cGMP TR-FRET; 0% at EC30 CNP, 100% saturating CNP. activation, % at 10 µM. 370,000 compounds, 0.11% hits. AID 1920062;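 active means activation at 10 µM reaching about 35% in either raw or pattern-adjusted values, limit read from the data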
TCR-CD3 inh: inhibitors of human TCR-CD3 interaction | TAMRA-labeled TCR probe fluorescence, biochemical | inhibition, % at 9.4 µM | 360,000 compounds, 0.37% hits; in the data active means inhibition above about 19%;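 further: recombinant mutant TCR 2C K166C tagged with TAMRA read by polarization; 0% = receptor in buffer alone and 100% = receptor with positive control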
rCAG RNA binder: molecules binding r(CAG) RNA repeats. inhibition, % at 3 µM. 370,000 compounds, 1.3% hits. AID 651821. r(CAG) RNA repeat, TO-PRO-1 dye displacement fluorescence;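 active means inhibition above the plate cutoff, the mean of all test compounds on that plate plus 3 SD, cut at about 35% in these data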;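 further: 0% = DMSO alone and 100% = 100 µM mitoxantrone as full dye displacement; higher means more dye released from RNA so lower well fluorescence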
NPR1 activator: GC-A (human) enzyme activation. P16066. HEK293 GC-A cells, cGMP TR-FRET, EC30 ANP; 0% at EC30 ANP, 100% saturating ANP. activation, % at 10 µM. 370,000 compounds, 0.14% hits. AID 1671463; in the data active means activation above about 40%
UHRF1 binding: UHRF1 methyl-DNA binding inhibition; inhibition, % at 4.4 µM; 370,000 compounds, 0.75% hits; Q96T88; UHRF1 binding to methylated oligo, TR-FRET; AID 687016; in the data active means inhibition above about 21%;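 further: UHRF1 SRA domain binding a hemimethylated CpG hairpin DNA probe; 0% = median of test compound wells and 100% = reference inhibitor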
HTRA1 inh: blocks human HTRA1 serine peptidase | Q92743 | AID 504803 | inhibition, % at 5.96 µM | 340,000 compounds, 0.5% hits | recombinant HTRA1, FP-rhodamine activity-based probe, fluorescence polarization; in the data active means inhibition above about 36%;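 further: 0% = enzyme with DMSO and 100% = wells lacking enzyme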
mABHD4 FP: inhibitors of mouse ABHD4. Q8VD66. purified mABHD4, FP-Rh probe fluorescence polarization. inhibition, % at 8.92 µM. 370,000 compounds, 0.54% hits;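 active means inhibition exceeding the mean over every tested compound plus 3 SD, cut at about 30% in these data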;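 further: 0% = plate median of compound wells and 100% = S159A mutant with DMSO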
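Test system: mABHD4 protein; Read-out basis: % inhibition; Incubation: 45 min + 60 min at 25 °C; Repeats: single replicate; Technique: fluorescence polarization with parallel and perpendicular emission, 525/598 nm; Compound: 8.92 µM, single dose; Benchmarks: full inhibition S159A mutant plus DMSO, zero as sample-well median.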
PRMT1 FP inh: inhibitors of human PRMT1; Q99873; recombinant PRMT1, activity-based probe fluorescence polarization; inhibition, % at 2.79 µM; 370,000 compounds, 1.3% hits;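 active means inhibition above about 21% made by adding two undisclosed values, limit read from the data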
Target sequence (Q99873 whole entry, looked up): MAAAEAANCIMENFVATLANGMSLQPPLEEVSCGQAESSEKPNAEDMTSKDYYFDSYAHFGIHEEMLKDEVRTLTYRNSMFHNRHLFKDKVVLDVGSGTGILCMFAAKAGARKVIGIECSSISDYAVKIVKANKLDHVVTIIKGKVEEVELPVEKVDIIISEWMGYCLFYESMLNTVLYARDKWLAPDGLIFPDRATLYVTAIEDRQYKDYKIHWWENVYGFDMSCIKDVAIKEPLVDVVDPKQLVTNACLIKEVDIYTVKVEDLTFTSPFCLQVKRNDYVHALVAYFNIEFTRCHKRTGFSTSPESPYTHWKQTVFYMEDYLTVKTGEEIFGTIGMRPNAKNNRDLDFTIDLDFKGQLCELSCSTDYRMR
MBD2 DNA inh: MBD2-methylated oligo binding inhibition | Q9UBB5 | TR-FRET, MBD2 binding to methylated oligonucleotide | inhibition, % at 4.4 µM | 370,000 compounds, 0.31% hits | AID 686964; in the data active means inhibition above about 13%
SIAE primary: blocks human sialic acid acetylesterase | SIAE FP-Rh probe binding, fluorescence polarization | inhibition, % at 9.66 µM | 370,000 compounds, 0.69% hits;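 active means inhibition above a cutoff: mean of compounds within the control limits plus 3 SD of those, cut at about 17% in these data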;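 further: 0% = plate median of compound wells and 100% = probe without SIAE protein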
Target sequence (Q9HAT2 whole entry, looked up): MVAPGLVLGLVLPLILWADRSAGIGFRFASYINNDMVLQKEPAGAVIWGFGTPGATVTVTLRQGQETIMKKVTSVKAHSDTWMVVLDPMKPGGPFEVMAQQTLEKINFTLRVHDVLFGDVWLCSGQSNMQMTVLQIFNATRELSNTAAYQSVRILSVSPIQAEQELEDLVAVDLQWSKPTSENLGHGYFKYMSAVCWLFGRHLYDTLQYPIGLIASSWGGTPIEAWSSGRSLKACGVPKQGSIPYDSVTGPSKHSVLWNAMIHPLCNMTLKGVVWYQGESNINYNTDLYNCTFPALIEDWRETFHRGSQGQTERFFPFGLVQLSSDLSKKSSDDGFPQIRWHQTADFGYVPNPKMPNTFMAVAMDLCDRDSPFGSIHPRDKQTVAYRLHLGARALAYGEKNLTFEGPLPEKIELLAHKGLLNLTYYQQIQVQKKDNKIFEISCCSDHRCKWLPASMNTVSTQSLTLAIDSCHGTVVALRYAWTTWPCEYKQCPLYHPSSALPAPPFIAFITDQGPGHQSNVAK
Starred values were filed as active, the others as inactive. Some of the compounds tested; the hit share may differ from the screen's.

How did COC(=O)NC1CCS(=O)(=O)C1 (stereo unspecified) do in these assays?
GC-B act: 2; TCR-CD3 inh: -5; rCAG RNA binder: -1; NPR1 activator: 0; UHRF1 binding: 10; HTRA1 inh: 0; mABHD4 FP: -2; PRMT1 FP inh: 5; MBD2 DNA inh: 0; SIAE primary: -3

How did Cn1c(COc2ccccc2)nnc1SCC(=O)NC1CCCC1 do in these assays?
GC-B act: -1; TCR-CD3 inh: -17; rCAG RNA binder: 4; NPR1 activator: 2; UHRF1 binding: -1; HTRA1 inh: -2; mABHD4 FP: -11; PRMT1 FP inh: 0; MBD2 DNA inh: 7; SIAE primary: -8

How did COc1ccccc1C(=O)NC(=O)COC(=O)c1cccc(NC(C)=O)c1 do in these assays?
GC-B act: -1; TCR-CD3 inh: 1; rCAG RNA binder: 0; NPR1 activator: 2; UHRF1 binding: 4; HTRA1 inh: -8; mABHD4 FP: 6; PRMT1 FP inh: -3; MBD2 DNA inh: 0; SIAE primary: -3

What do the screens show for `COc1ccc(CCNC(=O)COC(=O)c2ccc[nH]c2=O)cc1`?
GC-B act: 0; TCR-CD3 inh: -10; rCAG RNA binder: -3; NPR1 activator: 5; UHRF1 binding: 0; HTRA1 inh: 6; mABHD4 FP: 3; PRMT1 FP inh: 1; MBD2 DNA inh: 1; SIAE primary: 2

How did Cc1ccc(SC(C)C(=O)Nc2ccccc2-c2ccccc2)cc1 (stereo unspecified) do in these assays?
GC-B act: -9; TCR-CD3 inh: -2; rCAG RNA binder: -6; NPR1 activator: -14; UHRF1 binding: 2; HTRA1 inh: -23; mABHD4 FP: -4; PRMT1 FP inh: 1; MBD2 DNA inh: 3; SIAE primary: -1

How did CCOC(=O)c1c(C)nn(-c2ccc(NC(=O)CSCC(=O)O)cc2)c1C do in these assays?
GC-B act: 3; TCR-CD3 inh: 0; rCAG RNA binder: 5; NPR1 activator: 3; UHRF1 binding: 1; HTRA1 inh: 7; mABHD4 FP: 7; PRMT1 FP inh: 7; MBD2 DNA inh: -4; SIAE primary: -3

What do the screens show for `CCOc1cc(-c2nc3ccccn3c2NCC2CCCO2)ccc1O` (stereo unspecified)?
GC-B act: 1; TCR-CD3 inh: 4; rCAG RNA binder: -8; NPR1 activator: 3; UHRF1 binding: -1; HTRA1 inh: 2; mABHD4 FP: 0; PRMT1 FP inh: 0; MBD2 DNA inh: 2; SIAE primary: 2

What do the screens show for `O=C(CSc1nc2ccccc2c(=O)n1-c1ccccc1)N1CCc2ccccc21`?
GC-B act: -1; TCR-CD3 inh: 2; rCAG RNA binder: 1; NPR1 activator: -2; UHRF1 binding: 2; HTRA1 inh: -2; mABHD4 FP: -2; PRMT1 FP inh: -1; MBD2 DNA inh: 1; SIAE primary: 3

How did O=C(COC(=O)c1ccc(S(=O)(=O)N2CCCC2)cc1)Nc1cccnc1Cl do in these assays?
GC-B act: -1; TCR-CD3 inh: 4; rCAG RNA binder: -3; NPR1 activator: -8; UHRF1 binding: 4; HTRA1 inh: 4; mABHD4 FP: 1; PRMT1 FP inh: 5; MBD2 DNA inh: 2; SIAE primary: -3

Results for COc1ccc(-c2csc3nc(-c4ccccc4F)oc(=O)c23)cc1 ?
GC-B act: -2; TCR-CD3 inh: 1; rCAG RNA binder: 4; NPR1 activator: 5; UHRF1 binding: 1; HTRA1 inh: -17; mABHD4 FP: -2; PRMT1 FP inh: -2; MBD2 DNA inh: 3; SIAE primary: -4

What do the screens show for `S=C1NC2(CCCC2)Nc2ccccc21`?
GC-B act: 3; TCR-CD3 inh: -6; rCAG RNA binder: -1; NPR1 activator: -1; UHRF1 binding: 2; HTRA1 inh: 4; mABHD4 FP: 8; PRMT1 FP inh: 10; MBD2 DNA inh: -1; SIAE primary: 2

How did N#Cc1ccc(C(=O)N2CCC3CC2c2cc(N4CCCCC4)ccc23)cc1 (stereo unspecified) do in these assays?
GC-B act: 1; TCR-CD3 inh: 0; rCAG RNA binder: 1; NPR1 activator: 1; UHRF1 binding: 0; HTRA1 inh: 0; mABHD4 FP: -8; PRMT1 FP inh: 2; MBD2 DNA inh: 0; SIAE primary: -2

Part of the list above in order of count of non-hydrogen atoms, rising.
How did COC(=O)NC1CCS(=O)(=O)C1 (stereo unspecified) do in these assays?
GC-B act: 2; TCR-CD3 inh: -5; rCAG RNA binder: -1; NPR1 activator: 0; UHRF1 binding: 10; HTRA1 inh: 0; mABHD4 FP: -2; PRMT1 FP inh: 5; MBD2 DNA inh: 0; SIAE primary: -3

Results for COc1ccc(-c2csc3nc(-c4ccccc4F)oc(=O)c23)cc1 ?
GC-B act: -2; TCR-CD3 inh: 1; rCAG RNA binder: 4; NPR1 activator: 5; UHRF1 binding: 1; HTRA1 inh: -17; mABHD4 FP: -2; PRMT1 FP inh: -2; MBD2 DNA inh: 3; SIAE primary: -4

What do the screens show for `CCOc1cc(-c2nc3ccccn3c2NCC2CCCO2)ccc1O` (stereo unspecified)?
GC-B act: 1; TCR-CD3 inh: 4; rCAG RNA binder: -8; NPR1 activator: 3; UHRF1 binding: -1; HTRA1 inh: 2; mABHD4 FP: 0; PRMT1 FP inh: 0; MBD2 DNA inh: 2; SIAE primary: 2

Later entries:
What do the screens show for `Cc1ccc(C2(C)NC(=O)N(CC(=O)N3CCN(C(=O)c4cccs4)CC3)C2=O)cc1` (stereo unspecified)?
GC-B act: 3; TCR-CD3 inh: 6; rCAG RNA binder: 4; NPR1 activator: 1; UHRF1 binding: 0; HTRA1 inh: 6; mABHD4 FP: -2; PRMT1 FP inh: 2; MBD2 DNA inh: 1; SIAE primary: 1

What do the screens show for `COC(=O)c1ccccc1NC(=O)CNC(=O)c1ccc(OC)cc1`?
GC-B act: 2; TCR-CD3 inh: 6; rCAG RNA binder: -1; NPR1 activator: 2; UHRF1 binding: -1; HTRA1 inh: 0; mABHD4 FP: 0; PRMT1 FP inh: -3; MBD2 DNA inh: 3; SIAE primary: 7

How did CCC(C)NC(=O)C1(O)c2cc(Br)ccc2NC(=O)N1c1cccc(OC)c1 (stereo unspecified) do in these assays?
GC-B act: 1; TCR-CD3 inh: 9; rCAG RNA binder: 4; NPR1 activator: -2; UHRF1 binding: -1; HTRA1 inh: -2; mABHD4 FP: 0; PRMT1 FP inh: -1; MBD2 DNA inh: -1; SIAE primary: -6

Results for CCCCCCCCN1C(=O)[C@H](CC(=O)NCc2ccccc2)C[C@@]2(C(=O)OCC)CCC=C12 ?
GC-B act: 1; TCR-CD3 inh: 0; rCAG RNA binder: 2; NPR1 activator: 0; UHRF1 binding: -2; mABHD4 FP: -6; PRMT1 FP inh: 1; MBD2 DNA inh: 3; SIAE primary: -8

How did COc1ccc(/C=C/C(=O)NCCSCc2ccco2)cc1OC do in these assays?
GC-B act: -3; TCR-CD3 inh: 5; rCAG RNA binder: 4; NPR1 activator: 1; UHRF1 binding: -3; HTRA1 inh: 1; mABHD4 FP: 0; PRMT1 FP inh: 1; MBD2 DNA inh: 1; SIAE primary: -6

How did COc1ccc(CN2CCNC(=O)C2CC(=O)NCCc2cnccn2)cc1C (stereo unspecified) do in these assays?
GC-B act: -1; TCR-CD3 inh: 5; rCAG RNA binder: -2; NPR1 activator: 2; UHRF1 binding: -1; HTRA1 inh: 7; mABHD4 FP: 9; PRMT1 FP inh: 3; MBD2 DNA inh: -3; SIAE primary: -1

What do the screens show for `COc1ccc(/C=C(\NC(=O)c2ccc(OC)c(OC)c2)C(=O)N2CCN(C)CC2)cc1`?
GC-B act: 2; TCR-CD3 inh: 5; rCAG RNA binder: 6; NPR1 activator: -5; UHRF1 binding: -2; HTRA1 inh: 1; mABHD4 FP: 1; PRMT1 FP inh: 2; MBD2 DNA inh: -10; SIAE primary: -5

How did Cc1c(C)c2c(c(C)c1O)CCC(C)(C(=O)O)O2 (stereo unspecified) do in these assays?
GC-B act: 4; TCR-CD3 inh: 5; rCAG RNA binder: 2; NPR1 activator: -2; UHRF1 binding: 2; HTRA1 inh: -1; mABHD4 FP: 4; PRMT1 FP inh: -2; MBD2 DNA inh: 3; SIAE primary: 7

Results for CC1C(C#N)=C(N)OC2=C1C(=O)CC(c1ccccc1)C2 (stereo unspecified) ?
GC-B act: -1; TCR-CD3 inh: 6; rCAG RNA binder: 0; NPR1 activator: 1; UHRF1 binding: -1; HTRA1 inh: 4; mABHD4 FP: 1; PRMT1 FP inh: -2; MBD2 DNA inh: 1; SIAE primary: -1

What do the screens show for `CS(=O)(=O)N1CCN(c2ccccc2F)CC1`?
GC-B act: 0; TCR-CD3 inh: 3; rCAG RNA binder: 0; NPR1 activator: -1; UHRF1 binding: 1; HTRA1 inh: 10; mABHD4 FP: 4; PRMT1 FP inh: -2; MBD2 DNA inh: 4; SIAE primary: 2

Results for Cc1c(Cc2ccccc2)c(=O)oc2c(O)c(O)ccc12 ?
GC-B act: -9; TCR-CD3 inh: 8; rCAG RNA binder: 21; NPR1 activator: 8; UHRF1 binding: 2; mABHD4 FP: 35*; PRMT1 FP inh: 7; MBD2 DNA inh: 2; SIAE primary: -10

What do the screens show for `CCN(CC)CCn1c(=S)[nH]c2cc(C(=O)NCc3ccccc3Cl)ccc2c1=O`?
GC-B act: -6; TCR-CD3 inh: 13; rCAG RNA binder: -1; NPR1 activator: 8; UHRF1 binding: 2; HTRA1 inh: -4; mABHD4 FP: 4; PRMT1 FP inh: -1; MBD2 DNA inh: 6; SIAE primary: 4

How did Cc1cccc(C(=O)NC(C(=O)Nc2cccc(S(=O)(=O)N3CCCC3)c2)C(C)C)c1 (stereo unspecified) do in these assays?
GC-B act: 0; TCR-CD3 inh: -14; rCAG RNA binder: 3; NPR1 activator: -4; UHRF1 binding: 2; HTRA1 inh: -14; mABHD4 FP: -4; PRMT1 FP inh: 0; MBD2 DNA inh: 1; SIAE primary: -13

How did O=C(O)c1ccc2c(=O)n3cc(C(=O)c4ccccc4O)cc(Cl)c3nc2c1 do in these assays?
GC-B act: -2; TCR-CD3 inh: 0; rCAG RNA binder: 19; NPR1 activator: -2; UHRF1 binding: 6; HTRA1 inh: -16; mABHD4 FP: -5; PRMT1 FP inh: 4; MBD2 DNA inh: -2; SIAE primary: -7

What do the screens show for `CCCCS(=O)(=O)NC(=O)C1(C)CCN1C(=O)C/C=C/c1ccccc1` (stereo unspecified)?
GC-B act: 2; TCR-CD3 inh: 0; rCAG RNA binder: 9; NPR1 activator: 1; UHRF1 binding: 14; mABHD4 FP: 0; PRMT1 FP inh: -2; MBD2 DNA inh: 2; SIAE primary: 4

Results for Cc1c(Cl)cccc1NC(=O)c1ccco1 ?
GC-B act: 3; TCR-CD3 inh: -1; rCAG RNA binder: -2; NPR1 activator: 2; UHRF1 binding: -2; HTRA1 inh: -1; mABHD4 FP: 4; PRMT1 FP inh: -5; MBD2 DNA inh: -3; SIAE primary: -3

What do the screens show for `COc1cc(C(=O)NC(=S)Nc2ccccc2N2CCOCC2)cc(OC)c1OC`?
GC-B act: 9; TCR-CD3 inh: -9; rCAG RNA binder: -7; NPR1 activator: 8; UHRF1 binding: 1; HTRA1 inh: -5; mABHD4 FP: -4; PRMT1 FP inh: -3; MBD2 DNA inh: 1; SIAE primary: 4

Results for Cc1ccc(S(=O)(=O)NCCC(=O)N2CCN(c3ccccc3)CC2)cc1C ?
GC-B act: -1; TCR-CD3 inh: -5; rCAG RNA binder: 1; NPR1 activator: -2; UHRF1 binding: 2; HTRA1 inh: 6; mABHD4 FP: 0; PRMT1 FP inh: 0; MBD2 DNA inh: 2; SIAE primary: 3

How did Cc1ccc(Cn2c(C)nc3ccc([N+](=O)[O-])cc3c2=O)cc1 do in these assays?
GC-B act: 5; TCR-CD3 inh: 12; rCAG RNA binder: 1; NPR1 activator: 13; UHRF1 binding: -1; HTRA1 inh: -12; mABHD4 FP: 3; PRMT1 FP inh: -6; MBD2 DNA inh: -2; SIAE primary: 15

Bioassay records as filed in PubChem BioAssay.
